PKM2 activator = increases activity of human pyruvate kinase M2; P14618; purified PKM2, Kinase-Glo ATP luminescence, activation; response scale: 0% is enzyme alone, no compound; Potency, µM (highest dose often 57.5 µM), for inactives: top-dose activation, usual class: activators; 260,000 compounds, 0.34% hits; AID 1631; also: potency is read from the fitted curve at half-maximal effect; % is scaled to controls: 0 for no effect and ±100 for the full control effect; nearly all actives have a fitted effect of over 55% in size
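ATP formation by purified human PK-M2, quantified via coupled luciferase luminescence after 1 h at room temperature with 0.1 mM ADP and 0.5 mM PEP final.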
KCNH2 WT inh = KCNH2 (human, wildtype) channel inhibition; Q12809; U2OS, BacMam KCNH2, thallium flux FluxOr; active compounds read low; activity change, % at 1.84 µM; 340,000 compounds, 0.37% hits;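 active = maximum activity change below -70%; inconclusive = maximum activity change between -70% and -50%; inactive = maximum activity change above -50%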; also: % is scaled to controls: 0 for no effect and ±100 for the full control effect
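U2OS cells transduced with wild-type KCNH2 virus are loaded with FluxOr dye for 45 min, and thallium flux is measured in kinetic reads before and after stimulation buffer. Rate constants are normalized to DMSO controls.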
Eya2 phos inh = inhibitors of human Eya2 phosphatase activity; 330,000 compounds, 0.006% hits; O00167; AID 488837; Potency, µM (doses to about 76.9 µM), for inactives: at the top dose activity, negative = inhibition, most hits filed as inhibitors; recombinant Eya2, OMFP fluorescence dephosphorylation (OMFP is methylfluorescein phosphate); also: potency is read from the fitted curve at half-maximal effect; % is scaled to controls: 0 for no effect and ±100 for the full control effect
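Eya2 (0.2 uM) preincubated 10 min at ambient with compound, then OMFP substrate added at 50 uM; 10 min reaction in 50 mM HEPES pH 7.5, 50 mM NaCl, 5 uM MgCl2, 0.05% BSA, 1 mM DTT. Fluorescence read at Ex 485/Em 525 nm.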
TSHR antag = blocks TSH signaling through the human TSH receptor | activity change, negative = inhibition, % at 11.5 µM | 330,000 compounds, 0.2% hits | TSHR-expressing cells, TSH-stimulated cAMP HTRF, 2 h; active compounds read low | AID 504810;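 active = activity change below a set negative limit, meaning inhibition stronger than a set level, cut at about -70% in these data; inconclusive = activity change between two set negative limits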; also: % is scaled to controls: 0 for no effect and ±100 for the full control effect
Target sequence (P16473 whole entry, looked up): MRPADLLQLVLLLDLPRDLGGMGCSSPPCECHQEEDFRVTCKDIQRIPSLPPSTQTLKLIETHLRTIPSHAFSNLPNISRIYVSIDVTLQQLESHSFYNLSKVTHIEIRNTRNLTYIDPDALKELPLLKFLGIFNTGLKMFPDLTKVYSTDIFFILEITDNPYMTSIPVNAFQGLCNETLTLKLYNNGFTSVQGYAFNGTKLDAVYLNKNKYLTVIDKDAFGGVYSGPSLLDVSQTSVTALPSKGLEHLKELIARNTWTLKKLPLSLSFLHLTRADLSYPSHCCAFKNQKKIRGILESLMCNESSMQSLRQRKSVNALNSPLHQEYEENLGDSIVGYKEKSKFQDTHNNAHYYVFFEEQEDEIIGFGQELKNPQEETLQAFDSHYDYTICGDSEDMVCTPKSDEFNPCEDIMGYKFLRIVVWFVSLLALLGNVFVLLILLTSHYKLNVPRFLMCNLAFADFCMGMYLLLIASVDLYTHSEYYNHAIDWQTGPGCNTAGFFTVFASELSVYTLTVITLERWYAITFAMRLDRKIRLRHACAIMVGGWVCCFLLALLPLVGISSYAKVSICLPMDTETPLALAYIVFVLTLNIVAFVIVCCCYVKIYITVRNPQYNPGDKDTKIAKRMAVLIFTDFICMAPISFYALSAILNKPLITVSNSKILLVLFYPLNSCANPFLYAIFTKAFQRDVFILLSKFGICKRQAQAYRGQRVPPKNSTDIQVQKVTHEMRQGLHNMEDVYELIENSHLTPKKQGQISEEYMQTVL
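Freshly harvested TSHR cells receive pin-tooled compound, then EC80 TSH at 4nM final. After 2 hours at 37 deg C, antibody in lysis buffer and cAMP-d2 are added; 30 minutes at ambient temperature precede the HTRF read.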
MBNL1-CUG inh = MBNL1-poly(CUG) RNA binding inhibition | Q9NR56 | TR-FRET MBNL1-His/biotin-(CUG)12 binding, 665/545 ratio | Potency, µM (highest dose often 57.5 µM), for inactives: top-dose activity change, negative = inhibition, most hits filed as inhibitors | 280,000 compounds, 0.036% hits; active = well fitted inhibition curve with a large enough effect in the signal ratio, with a control signal flat, not every such curve was filed as active; inconclusive = small, poorly fitted or top-dose-only effect, or effect the other way, or a change in a side signal; inactive = no such curve, though single readings can be large or run the other way; the % refers to the signal ratio; also: potency is read from the fitted curve at half-maximal effect; % is scaled to controls: 0 for no effect and ±100 for the full control effect
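TR-FRET between His-tagged MBNL1 and biotin-(CUG)12 RNA, detected with Tb anti-His antibody (0.055 ng/ul) and streptavidin-XL665 (5 nM), 60 min at room temperature. Compounds titrated 92 nM to 58 uM; 665/545 nm ratio normalized to buffer and complex controls.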
S-ASM inh = human S-ASM enzyme inhibition. placental ASM, HMU-PC fluorogenic substrate, 60 min. Potency, µM (top dose mostly 57.5 µM), for inactives: at the top dose activity change, negative = inhibition, most hits filed as inhibitors. 340,000 compounds, 0.006% hits; also: potency is read from the fitted curve at half-maximal effect
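Fluorescence read-out (Ex 386 nm, Em 447 nm) after stopping the reaction at pH 10. Enzyme: ASM from human placenta; substrate HMU-PC0, 9 uM final; 60 min, 37 °C. Compound preincubation 10 min, ambient temperature.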
Chronic BCR inh = inhibitors of chronic active B-cell receptor signaling | ABC-DLBCL IkBa-CBG/CBR reporter, luminescence ratio, 4 h | 340,000 compounds, 0.05% hits | AID 493014 | Potency, µM (highest dose often 46.1 µM), without a hit: at the highest dose ratio change, negative = lower green/red ratio, actives largely listed as inhibitors; active = well fitted inhibition curve with a large enough effect in the signal ratio, with a control signal flat, not every such curve was filed as active; inconclusive = small, poorly fitted or top-dose-only effect, or effect the other way, or a change in a side signal; the % refers to the signal ratio;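 also: potency is read from the fitted curve at half-maximal effect; plate controls were basal doxycycline-induced cells for no effect and cells given 10 µM MG132 for full effect; MG132 reads +100%, hits lower the ratio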
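Concentration-response series (up to 46 uM) were applied to TMD8 dual-reporter cells for 4 h at 37C with doxycycline. Green/red ratio, after filter-overlap correction, defined %Activity; red signal alone was normalised to basal cells and zero luminescence.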
Mito fusion act = mitochondrial division inhibition or fusion activation. 320,000 compounds, 0.23% hits. S. cerevisiae fusion-defective mutant growth rescue, CellTiterGlo 48 h. AID 485298. Potency, µM (series often up to 46.1 µM), for the others: top-dose growth rescue (activation), most hits filed as activators;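 also: potency is read from the fitted curve at half-maximal effect; % of control where 0% means no effect; nearly all actives have a fitted effect of over 45% in size; temperature-sensitive fusion mutants such as fzo1-1 at 37 °C on non-fermentable ethanol glycerol medium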
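S. cerevisiae fusion-defective temperature-sensitive mutants (e.g. fzo1-1, mgm1-5) grown 48 h at 37C in YPEG (ethanol/glycerol non-fermentable) medium with 23 nl compound per well; growth rescue read as CellTiterGlo luminescence.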
Menin-MLL TR inh = displaces Texas Red mutant MLL peptide from human menin | O00255 | Menin + Texas Red MLL mutant peptide, fluorescence polarization | Potency, µM (titrated, usually from 61.6 µM), inactives show top-dose FP activity change, negative = inhibition, most hits filed as inhibitors | 270,000 compounds, 0.23% hits | AID 1768; active = well fitted inhibition curve with a large enough effect in the polarisation, with a control signal flat, not every such curve was filed as active; inconclusive = small, poorly fitted or top-dose-only effect, or effect the other way, or a change in a side signal; inactive = no such curve, though single readings can be large or run the other way; the % refers to the polarisation; also: potency is read from the fitted curve at half-maximal effect; % of control where 0% means no effect; many of its hits are not listed in these tables
USP2a block = inhibitors of human ubiquitin-specific protease USP2a | O75604 | USP2 core, Ub-CHOP2 coupled fluorogenic reporter, 485/531 | Potency, µM (top dose mostly 38.3 µM), inactives show at the highest dose activity change, negative = inhibition, actives largely listed as inhibitors | 330,000 compounds, 0.01% hits;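 also: potency is read from the fitted curve at half-maximal effect; plate controls were DMSO wells for no effect and full inhibition by NEM control for full effect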
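Cell-free coupled assay: 10nM USP2 core preincubated 30min RT with compound in Tris-HCl pH 8.0/CaCl2/CHAPS buffer, then 25nM Ub-CHOP2 and 25nM reporter substrate; fluorescence (Ex 485/Em 531) read after 60min RT, normalized to NEM inhibition, concentration-response curves fitted.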
GALK inhibitor = inhibitors of human galactokinase; P51570; Purified GALK, Kinase-Glo residual ATP luminescence; Potency, µM (top dose mostly 57.5 µM), inactives show at the top dose activity change, negative = inhibition, most hits filed as inhibitors; 270,000 compounds, 0.007% hits; AID 1868; also: potency is read from the fitted curve at half-maximal effect; % is scaled to controls: 0 for no effect and ±100 for the full control effect
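Kinase-Glo Plus luminescence measured ATP left after a 1 h room-temperature reaction. The reaction used 5 nM GALK, 100 uM galactose and 35 uM ATP at pH 8.0 (20 mM HEPES, 5 mM MgCl2, 60 mM NaCl, 1 mM DTT, 0.01% BSA).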
* hit, by the source's call; ? = inconclusive; . = not tested or not shown; [ ] = dose if it differs, or a comment. Unless noted, calls follow the shape of the dose curve; as a rule, active = well fitted curve in the direction sought with a large enough effect; inconclusive = small, poorly fitted or top-dose-only effect, or another doubt; inactive = no such curve, though single readings can be large; an effect the other way counts as inactive or inconclusive.

Structure,PKM2 activator,KCNH2 WT inh,Eya2 phos inh,TSHR antag,MBNL1-CUG inh,S-ASM inh,Chronic BCR inh,Mito fusion act,Menin-MLL TR inh,USP2a block,GALK inhibitor
Cc1cccc(C)c1OC(=O)CSc1nnc(-c2ccccc2)o1,-2%,-5,9%,-23,-3%,0%,14%,-6%,-11%,4%,-3%
CC1(C)CC2(CCO1)OC(=O)CC2C(=O)Nc1ccc(Br)cc1 (stereo not drawn),2%,-16,-25%,-6,.,-2%,-2%,0%,.,1%,-4%
O=C(NN=Cc1cc(Br)c(O)c(Br)c1)c1ccccc1NS(=O)(=O)c1cccs1,.,-2,8%,1,.,16%,?,.,.,0%,.
COc1cccc(/C=N/NC(=O)c2c(C)nc3ccc(Cl)cn23)c1O,.,4,3%,-2,14%,-2%,?,6%,?,0%,1%
CN(C)c1cccc(C(=O)OCC(=O)N2CCc3ccccc3C2)c1,5%,-6,-11%,-1,-10%,13%,-25%,-5%,-17%,-1%,-1%
O=C(COc1ccc([N+](=O)[O-])cc1)Nc1nc(-c2ccccn2)cs1,.,-3,-4%,-10,.,6%,?,?,.,2%,.
C/C(=C1/SC(N2CC(C)OC(C)C2)=NC1=O)c1ccccc1 (stereo not drawn),-8%,-2,5%,4,?,-1%,?,1%,11%,4%,4%
CS(=O)(=O)c1ccc(C(=O)NC(Cc2ccccc2)c2ccccc2)cc1 (stereo not drawn),0%,3,12%,-6,-2%,-3%[11.5 µM],-6%,4%,19%,1%,0%
O=C(O)c1ccc2c(c1)C(=O)/C(=C\c1ccco1)C2=O,-30%,2,6%,6,?,8%,?,-3%,?,3%,7%
O=C(c1ccccc1)c1cc2cc(Cl)ccc2[nH]1,.,-7,-14%,-3,-3%,8%,?,-32%,?,-1%,.
Cn1cc(C(=O)Nc2ccc(F)c(F)c2)cn1,-1%,0,15%,-1,5%,-2%,?,-1%,1%,7%,0%
O=C(/C=C/c1ccc(Br)cc1)NC(=O)c1ccccc1O,1%,1,2%,-37,2%,-4%,?,0%,-4%,-1%,5%
O=C(O)CSc1nccc2ccccc12,-5%,0,-3%,0,15%,-1%,-5%,5%,-3%,1%,5%
COc1ccc(S(=O)(=O)Nc2cc3c(cc2C(C)=O)OCO3)cc1,-14%,7,5%,15,-15%,-1%,-6%,-11%,-23%,1%,3%
COC(=O)CSc1nc(N2CCOCC2)c2c(c1C#N)CC(C)(C)OC2,.,-2,-9%,-15,-2%,12%,5%,7%,-29%,4%,-1%
COc1ccc(C(=O)Oc2ccc3oc(=O)sc3c2)cc1,10%,-10,-9%,-9,0%,-3%,?,28%,10%,4%,-3%
CCOc1cc(/C=C/C(=O)OCC(=O)NCc2ccco2)cc(Cl)c1OC,.,-5,-29%,-7,.,-10%,2%,27%,.,4%,.
Cn1c(=O)c2c(ncn2CC(=O)N2CCN(c3cccc(Cl)c3)CC2)n(C)c1=O,-7%,-3,9%,-3,2%,1%,3%,1%,28%,-2%,0%
CCOC(=O)CNC(=O)c1ccc(SCC)cc1,-20%,2,-9%,-2,6%,6%,4%,-3%,.,0%,5%
CCOC(=O)N1CCN(C(=O)C(CC(C)C)NC(=O)C2CCCCC2)CC1 (stereo not drawn),-9%,3,-1%,11,7%,1%,5%,3%,0%,6%,-3%
O=C(O)/C=C/c1cn(-c2ncc(C(F)(F)F)cc2Cl)c2ccccc12,-1%,0,6%,9,-5%,3%,-1%,-5%,.,0%,-2%
O=C(NC(=S)N1CCN(C/C=C/c2ccccc2)CC1)c1ccc(Cl)nc1,-7%,1,-15%,7,.,2%,13%,22%,.,1%,1%
Cc1cc(C(=O)OCC(=O)Nc2cc(S(=O)(=O)N(C)C)ccc2C)c(C)o1,2%,.,-19%,-9,8%,.,-24%,6%,19%,-1%,6%
CC(OC(=O)CSc1ccc([N+](=O)[O-])cc1)C(=O)NCc1ccco1 (stereo not drawn),.,8,-6%,1,.,-1%,1%,0%,.,1%,.
COc1ccc(C(=O)OCc2csc(C)n2)c(O)c1,12%,9,8%,-6,-1%,-1%,?,0%,-7%,0%,0%
O=C(C[n+]1cc(-c2ccc(F)cc2)n2c1CCC2)OCc1ccccc1,7%,-9,10%,12,-4%,6%,0%,-9%,2%,0%,0%
CC(=O)c1ccc(N2C(=NC(=O)C3CCCO3)SC3CS(=O)(=O)CC32)cc1 (stereo not drawn),.,-2,-3%,-8,1%,-2%,-4%,-4%,8%,4%,-3%
Cc1cc(C)n(-c2nc3sc4c(c3c(=O)[nH]2)CCCC4)n1,1%,.,12%,7,2%,.,?,-1%,1%,8%,1%
CCOC(=O)C1CCCN(C(=O)c2cc3c(OC)c(OC)c(OC)cc3[nH]2)C1 (stereo not drawn),.,1,-3%,-5,-7%,0%,-6%,-12%,-27%,-2%,.
O=C1CCN(Cc2ccccc2)CCN1CCO,3%,-8,-1%,-1,0%,-2%,0%,0%,.,1%,1%
COc1ccc(N2CCC(CNC(=S)Nc3cc(C)ccc3C)C2)cc1 (stereo not drawn),3%,4,3%,-15,-8%,-13%,0%,14%,.,4%,-4%
O=C(NNc1cc(Br)c(O)c(Br)c1)c1ccccc1,-15%,6,-1%,-9,-4%,0%,5%,2%,?,-4%,-1%
O=C1N/C(=C/c2ccc(N3CCOCC3)o2)C(=O)N1c1ccccc1,?,0,3%,-23,10%,.,?,-2%,34%[activator],-1%,1%
Cc1ccccc1NC(=O)C(=O)Nc1ccccc1C,-16%,5,-6%,3,-2%,0%,?,2%,9%,-8%,5%
CCCn1c(C)cc(C(=O)CSc2nc3nc(C)cc(C)n3n2)c1C,-1%,3,2%,6,-3%,3%,3%,2%,-6%,-4%,0%
COC(=O)[C@H](CCSC)NC(=O)[C@@H](Cc1cnc[nH]1)NC(=O)OCc1ccccc1,.,-4,-8%,-5,-2%,0%,-1%,-4%,12%,6%,6%
Cc1cc(C)c(OCC(=O)OCC(=O)N2CCCc3ccccc32)c(C)c1,.,-6,-10%,-6,.,0%,1%,5%,.,-1%,.
CCc1nnc(NC(=O)c2cc(-c3ccco3)nc3ccccc23)s1,-23%,2,1%,-5,10%,120%[activator],3%,-2%,?,1%,2%
COc1ccc2oc(=O)c(C(=O)N3CCN(c4ccccc4F)CC3)cc2c1,2%,39,18%,6,4%,15%,4%,4%,-13%,0%,-1%
CC(C)CCOC(=O)C1C(c2ccccc2)C(C(=O)O)C1c1ccccc1 (stereo not drawn),4%,2,5%,2,0%,1%,6%,3%,-16%,2%,-2%

An excerpt from above in order of formula weight, rising.
Structure,PKM2 activator,KCNH2 WT inh,Eya2 phos inh,TSHR antag,MBNL1-CUG inh,S-ASM inh,Chronic BCR inh,Mito fusion act,Menin-MLL TR inh,USP2a block,GALK inhibitor
Cc1cc(C)n(-c2nc3sc4c(c3c(=O)[nH]2)CCCC4)n1,1%,.,12%,7,2%,.,?,-1%,1%,8%,1%
O=C1N/C(=C/c2ccc(N3CCOCC3)o2)C(=O)N1c1ccccc1,?,0,3%,-23,10%,.,?,-2%,34%[activator],-1%,1%
Cc1cc(C)c(OCC(=O)OCC(=O)N2CCCc3ccccc32)c(C)c1,.,-6,-10%,-6,.,0%,1%,5%,.,-1%,.

An excerpt; the hit share may differ from the screen's.
